Compound activity (PubChem)
MPTP inh – permeability transition pore inhibition. isolated mouse mitochondria, Ca2+ swelling absorbance, 30 min. inhibition, % at 10 µM. 360,000 tested, 1.4% active. AID 602449;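 active = inhibition of 50% or more, scaled per plate between neutral and stimulator controls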;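 note: 0% = DMSO wells given calcium and 100% = 1 mM EGTA wells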
ATG4B inhibitor – inhibitors of human ATG4B cysteine protease; Q9Y4P1; ATG4B cleavage of LC3-PLA2, NBD-HPC fluorescence, 1 h; inhibition, % at 8.33 µM; 340,000 tested, 0.51% active; AID 504462; in the data active = inhibition above about 40%
Target sequence (Q9Y4P1 whole entry, looked up): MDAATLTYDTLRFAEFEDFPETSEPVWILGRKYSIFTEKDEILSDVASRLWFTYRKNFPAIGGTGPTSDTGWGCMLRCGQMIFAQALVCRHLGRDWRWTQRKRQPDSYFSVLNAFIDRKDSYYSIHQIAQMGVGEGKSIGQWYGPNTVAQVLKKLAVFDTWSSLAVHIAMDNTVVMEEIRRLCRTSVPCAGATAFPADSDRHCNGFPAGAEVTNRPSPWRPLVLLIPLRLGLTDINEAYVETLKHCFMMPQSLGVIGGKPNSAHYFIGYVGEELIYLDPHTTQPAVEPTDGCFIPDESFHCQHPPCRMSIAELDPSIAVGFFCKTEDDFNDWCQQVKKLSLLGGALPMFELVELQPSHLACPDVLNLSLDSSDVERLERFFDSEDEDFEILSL
mIAP inh – blocks mouse intestinal alkaline phosphatase. inhibition, % at 10 µM. purified mouse IAP, CDP-Star luminescence, 30 min. 330,000 tested, 0.2% active. AID 2806;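 active = inhibition of at least 40% at 10 µM in the primary screen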;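 note: plate controls were DMSO with enzyme for no effect and no enzyme wells for full effect; values of inactives mirror those of a sister screen read the other way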
MIN6 prolif – inducers of beta-cell replication in MIN6 cells; MIN6 cells proliferation, ATPlite luminescence, 48 h; cells starved in 0.2% serum; 100% = growth in 10% serum; proliferation, % at 10 µM; 330,000 tested, 0.29% active; AID 2380;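 active = compounds whose signal lies at least 3.5 SD above the mean of all wells on their plate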;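 note: 0% = DMSO-treated cells in low-serum medium and 100% = 10% serum control; some compounds called inactive have numbers as strong as hits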
hIAP block – human IAP inhibition. P09923. purified IAP, CDP-Star luminescence, 30 min. inhibition, % at 10 µM. 330,000 tested, 0.12% active;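 active = inhibition reaching a set limit with compound at 10 µM in the primary screen, cut at about 35% in these data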;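 note: plate controls were DMSO wells with enzyme for no effect and no-enzyme buffer wells for full effect; values of inactives mirror those of a sister screen read the other way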
APOBEC3G inh – blocks human APOBEC3G single-stranded DNA deamination; Q9HC16; recombinant A3G, ssDNA deamination FAM/TAMRA fluorescence; inhibition, % at 20 µM; 330,000 tested, 0.28% active; AID 493012;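 active = inhibition of at least 40% at 20 µM, with no more than 30% in the related APOBEC3A deaminase screen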;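 note: plate controls were DMSO wells with A3G for no effect and wells lacking A3G enzyme for full effect; some compounds called inactive have numbers as strong as hits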
Target sequence (Q9HC16 whole entry, looked up): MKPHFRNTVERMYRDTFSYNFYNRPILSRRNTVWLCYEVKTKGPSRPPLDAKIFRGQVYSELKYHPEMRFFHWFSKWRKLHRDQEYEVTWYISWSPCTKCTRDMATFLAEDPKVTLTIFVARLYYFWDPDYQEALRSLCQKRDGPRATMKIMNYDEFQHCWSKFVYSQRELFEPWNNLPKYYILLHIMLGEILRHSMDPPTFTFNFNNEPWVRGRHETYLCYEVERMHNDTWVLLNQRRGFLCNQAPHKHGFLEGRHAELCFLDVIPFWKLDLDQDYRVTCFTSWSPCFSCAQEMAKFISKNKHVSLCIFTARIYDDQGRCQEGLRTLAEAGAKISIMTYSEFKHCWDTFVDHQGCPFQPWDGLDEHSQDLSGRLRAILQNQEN
mIAP act – increases mouse intestinal alkaline phosphatase activity. muIAP, CDP-Star luminescence, 30 min; hits give high values; 1 = vehicle-only enzyme signal, 0 = enzyme-free wells. activation factor at 10 µM. 330,000 tested, 0.24% active;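 active = activation factor of at least 2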; note: the source names both 10 and 20 µM as test concentration; values of inactives mirror those of a sister screen read the other way
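Assay system: mouse IAP enzyme / Compound: DMSO-dissolved test compounds / Timing: 30 min, room temperature / Measured by: luminescence from enzymatic CDP-Star hydrolysis / Control set: DMSO-only wells, enzyme-free buffer wells as negative control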
hIAP act – increases human intestinal alkaline phosphatase activity | P09923 | purified human IAP, CDP-Star luminescence, 30 min; hits give high values; 1 = vehicle-only enzyme, 0 = enzyme-free background | activation factor at 10 µM | 330,000 tested, 0.16% active | AID 2524;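 active = activation factor of the enzyme at least 2-fold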; note: the source names both 10 and 20 µM as test concentration; values of inactives mirror those of a sister screen read the other way
APOBEC3A inh – inhibitors of human APOBEC3A DNA deaminase; 330,000 tested, 0.41% active; inhibition, % at 20 µM; AID 493011; recombinant A3A, FAM/TAMRA ssDNA deamination fluorescence;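 active = at least 40% inhibition at 20 µM here, with at most 30% in a related deaminase screen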;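 note: plate controls were A3A with DMSO for no effect and wells lacking A3A enzyme for full effect; some results filed as inactive read as strong as hits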
Target sequence (P31941 whole entry, looked up): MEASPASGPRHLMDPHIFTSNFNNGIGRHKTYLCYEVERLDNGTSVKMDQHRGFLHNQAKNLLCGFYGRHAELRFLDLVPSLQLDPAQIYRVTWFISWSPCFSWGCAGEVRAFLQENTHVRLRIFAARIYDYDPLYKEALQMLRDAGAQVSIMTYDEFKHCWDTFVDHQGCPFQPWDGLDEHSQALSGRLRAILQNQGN
An asterisk follows results filed as active.

Sequence of screens – MPTP inh, ATG4B inhibitor, mIAP inh, MIN6 prolif, hIAP block, APOBEC3G inh, mIAP act, hIAP act, APOBEC3A inh
CC1(C)NC(=O)N(CC(O)CN(c2ccccc2)S(=O)(=O)c2ccc([N+](=O)[O-])cc2)C1=O (stereo not drawn)
    0.2, 1, 1, 4, -12, -7, 0.99, 1.1, 1
O=C(CCOc1ccccc1)Nc1cccc(S(=O)(=O)Nc2ccccc2Cl)c1
    9.7, 5, -1, -3, -14, 3, 1, 1.1, 2
C[C@H](CO)N1C[C@H](C)[C@@H](CN(C)C(=O)Nc2ccc3c(c2)OCO3)Oc2ccc(NS(=O)(=O)c3ccc(F)cc3)cc2C1=O
    0.2, -2, 6, 0, -1, -8, 0.94, 1, -5
O=C(O)c1cnc(-c2ccccc2)nc1Sc1ccc(Cl)cc1Cl
    27, 2, 8, -6, 16, -1, 0.92, 0.84, 3
N/C(=N\OC(=O)C(c1ccccc1)c1ccccc1)c1cccnc1
    -5.2, -1, -6, 0, -8, -9, 1.1, 1.1, -4
COc1ccc(Br)cc1/C=N/Nc1ccc(Cl)c(C(=O)O)c1
    0.3, 5, 3, -4, 8, -3, 0.97, 0.92, 2
Cc1nc(NC(=O)c2ccccc2)sc1C
    0.7, -2, -5, 0, -11, -7, 1, 1.1, -3
Cc1ccc(N(C(C)C(=O)O)S(=O)(=O)c2cccnc2)cc1 (stereo not drawn)
    -2.6, -3, 0, -1, -5, -1, 0.99, 1, 6
CC1(C)CC[C@]2(C(=O)O)CC[C@]3(CO)C(=CCC4[C@@]5(C)C[C@H](O)[C@H](O)[C@@](C)(C(=O)O)C5CC[C@]43C)[C@@H]2C1 (stereo partly drawn)
    0.0, 4, -11, -5, -12, -10, 1.1, 1.1, -2
Cc1[nH]c2ccccc2c1C(=O)C(=O)NCc1cccs1
    1.3, -8, -7, 0, 2, -1, 1.1, 0.98, 0
COC(=O)Nc1ccc(S(=O)(=O)Nc2cccc3ccccc23)cc1
    35, -4, -2, -4, 2, -6, 1, 0.97, 1
COc1cccc(C(C(=O)NC2CCCCC2)N(C(=O)c2cccs2)c2ccc3c(c2)OCO3)c1 (stereo not drawn)
    1.2, 2, 2, -5, 10, -3, 0.98, 0.9, -2
O=C(NCc1ccc2c(c1)OCO2)C1CCN(S(=O)(=O)c2ccc(Br)s2)CC1
    0.3, -4, -19, -2, -3, -6, 1.2, 1, -6
CC(CCc1ccccc1)C(=O)NO (stereo not drawn)
    0.3, -7, 7, 4, 15, -8, 0.93, 0.85, -5
Cc1ccc(C(OC(=O)c2ccco2)C(=O)NC(C)(C)C)cc1 (stereo not drawn)
    0.7, 0, 5, -1, -16, -5, 0.95, 1.2, -1
CC(C)(C)OC(=O)C1C(=O)CC(C)(O)C(C(=O)OC(C)(C)C)C1c1cccnc1 (stereo not drawn)
    -1.0, 7, 2, -2, 1, -5, 0.98, 0.99, -2
CC1(C)CC(=O)C(C=NCCCO)=C(O)C1
    0.7, -10, 0, -1, -1, -3, 1, 1, -25
O=C(NC1CCCC1)C(c1cccs1)N(C(=O)c1ccno1)c1ccccc1 (stereo not drawn)
    2.8, -10, -3, 0, -15, -2, 1, 1.1, 0
CCCCNC(=S)Nc1ccc2cn[nH]c2c1
    -1.2, -3, 8, 0, 9, -5, 0.92, 0.91, -1
Cc1cccc(-c2nsc(SCC(=O)Nc3nccs3)n2)c1
    1.7, -8, 8, 0, -3, -2, 0.92, 1, -5

The list goes on.
Sequence of screens – MPTP inh, ATG4B inhibitor, mIAP inh, MIN6 prolif, hIAP block, APOBEC3G inh, mIAP act, hIAP act, APOBEC3A inh
NC(=O)Cc1ccc(C(=O)c2ccc(Cl)cc2Cl)s1
    0.0, 24, 1, -3, -2, -4, 0.99, 1, -4
CCCNC(=S)Nc1ccc2nc(-c3ccccn3)c(-c3ccccn3)nc2c1
    2.8, -4, 10, -2, 3, 8, 0.9, 0.97, -2
Cc1csc(=O)n1CC(=O)OCC(=O)Nc1ccccc1C(C)C
    -0.8, 4, 15, -4, 5, -2, 0.85, 0.95, -1
CSC(=Nc1ccccc1)Nc1ccccc1
    2.8, -6, 5, 4, 7, 3, 0.95, 0.93, 1
CCOC(=O)C1CC(C)=C(C)CC1C(=O)O (stereo not drawn)
    0.0, -8, 1, -3, -9, -3, 0.99, 1.1, 1
COc1ccc(OC)c(N=c2oc3cc(O)ccc3cc2C(N)=O)c1
    15, -6, 12, -4, 12, 1, 0.88, 0.88, 2
CCOC(=O)c1c(C2CC2)csc1NC(=O)COC(=O)CCS(=O)(=O)c1ccc(C)cc1
    2.9, -5, -11, -3, -4, -6, 1.1, 1, -4
COC(=O)C1=C(C)N(CCCC(=O)O)C(=O)NC1c1ccc(C#N)cc1 (stereo not drawn)
    -2.2, 2, -7, -2, 4, -8, 1.1, 0.96, 1
CCOC(=O)Cc1csc(NC(=O)c2cc(C)cc(C)c2)n1
    -1.3, -3, 1, -1, 4, -2, 0.99, 0.96, 0
CCc1c(C)sc(NC(=O)C2CC(c3c(F)cccc3Cl)=NO2)c1C#N (stereo not drawn)
    0.5, 32, 6, -3, -11, -10, 0.94, 1.1, -4
O=C(c1ccc(Br)o1)N1CCN(C23CC4CC(CC(C4)C2)C3)CC1
    0.0, -7, 11, 1, -21, -1, 0.89, 1.2, -6
CC(=O)c1cn(CC(=O)Nc2cccc(C)c2C)c2ccccc12
    0.7, -11, -4, -5, 2, -7, 1, 0.98, -4
Cc1ccc(NC(=O)COc2ccccc2C(N)=O)cc1S(=O)(=O)N1CCCCCC1
    10, -18, -41, -6, -3, -7, 1.4, 1, -7
COc1ccc(S(=O)(=O)c2ccccc2)cc1NC(=O)c1c(F)cccc1F
    -0.2, -2, 6, -4, -3, -7, 0.94, 1, -3
O=C(CCN1C(=O)/C(=C/C=C/c2ccccc2)SC1=S)Nc1cccnc1
    2.5, 25, 15, -6, 25, -12, 0.85, 0.75, -3
CN(C1=C(N2CCCCC2)C(=O)c2ccccc2C1=O)c1ccccc1
    1.5, 7, 11, -4, -22, 5, 0.89, 1.2, 2
COc1ccc(NC(=O)COC(=O)Cc2c(F)cccc2Cl)cc1
    -0.2, -9, 1, 1, -17, -8, 0.99, 1.2, -4
COc1cccc(CC2(CO)CCCN(Cc3cn[nH]c3C3CCCCC3)C2)c1 (stereo not drawn)
    -2.9, -4, 2, 0, -1, -11, 0.98, 1, -3
NNC(=S)NCc1ccco1
    0.7, 1, 35, -3, -1, 25, 0.65, 1, 3
COc1ccc(NC(=O)Cn2c(-c3ccc(OC)cc3)cn(-c3ccc(C)cc3)c2=O)cc1
    0.1, 3, -20, -5, 7, -2, 1.2, 0.93, -3

Other structures follow:
Sequence of screens – MPTP inh, ATG4B inhibitor, mIAP inh, MIN6 prolif, hIAP block, APOBEC3G inh, mIAP act, hIAP act, APOBEC3A inh
O=C(CN1N=C(c2ccc(Cl)cc2)CCC1=O)NCc1cccnc1
    -1.0, 21, 8, -5, 7, -5, 0.92, 0.93, 2
N#Cc1c(NC(=O)CSc2ncc(-c3ccccc3)n2CC2CCCO2)sc2c1CCCC2 (stereo not drawn)
    6.8, 5, 10, -4, 6, -5, 0.9, 0.94, -3
COc1cc(CN2CCN(C3CCC3)CC2CCO)cc(OC)c1 (stereo not drawn)
    -0.2, -5, -3, -1, -45, -3, 1, 1.4, -4
COc1ccc(C2CC(c3c(Cl)cccc3Cl)n3nc(N)nc3N2)cc1 (stereo not drawn)
    -1.5, 1, 5, 0, 13, -3, 0.95, 0.87, -3
COc1ccc(C(C(=O)NCC2CCCO2)N(C(=O)c2snc(C(N)=O)c2N)c2ccc(C)cc2)cc1OC (stereo not drawn)
    -1.1, -2, -3, 1, -15, -6, 1, 1.1, -5
CCC(C)(C)NC(=O)C(c1cccn1C)N(Cc1ccc(C)cc1)C(=O)Cn1nnc2ccccc21 (stereo not drawn)
    0.6, 8, -8, -6, -13, -2, 1.1, 1.1, -2
COc1ccc(-c2ccc3c(c2)S(=O)(=O)c2cccc(C(=O)N4CCN(c5c(Cl)cncc5Cl)CC4)c2C3=O)cc1OC
    0.3, 1, 10, -1, 0, -3, 0.9, 1, -2
Cc1cccc2sc(NC(=O)C3c4ccccc4Oc4ccccc43)nc12
    8.2, 6, -50, -7, 6, -1, 1.5, 0.94, 5
COc1ccc(/C(O)=C2/C(=O)C(=O)N(CC3CCCO3)C2c2cccc(O)c2)cc1 (stereo not drawn)
    -0.7, -8, 0, 0, -6, -7, 0.99, 1.1, -5
O=C(COC(=O)Cc1ccccc1F)NNC(=O)c1ccc(Cl)cc1
    -2.3, 7, 3, -2, -9, -1, 0.97, 1.1, 3
CCc1ccc(OCCCC(=O)Nc2ccc(S(N)(=O)=O)cc2)cc1
    -0.6, 1, -4, 2, 14, -5, 1, 0.86, -1
COc1ccccc1NC(=O)C1=C(C)NC(=O)NC1c1ccc(C)s1 (stereo not drawn)
    -1.6, 5, -4, -2, -17, -4, 1, 1.2, -8
Cc1ccc(S(=O)(=O)N2CCN(C(=O)c3ccccc3-c3nc4ccccc4s3)CC2)c(C)c1
    0.0, -1, 6, -2, 8, -7, 0.94, 0.92, 0
COc1ccc(CNC(=O)C2CCN(C(=O)N3CCOc4ccc(C)cc43)CC2)cc1
    0.3, 3, -1, -4, -2, -6, 1, 1, -3
CC1(c2ccccc2)NC(=O)N(CC(=O)Nc2ccccc2C(=O)N2CCCCC2)C1=O (stereo not drawn)
    0.2, -1, 8, -1, 6, -9, 0.92, 0.94, -2
COc1ccc(C(=O)N(c2ccc(C)cc2)C2C=CS(=O)(=O)C2)cc1OC (stereo not drawn)
    -0.4, 2, 3, 4, 4, -5, 0.97, 0.96, -1
Cn1nc(C(=O)OCC(=O)Nc2ccc3ccccc3c2)c2ccccc2c1=O
    3.7, -18, -1, -2, 5, -5, 1, 0.95, -1
CCNCCC(=O)N1c2ccccc2Sc2ccc(NC(=O)OCC)cc21
    76*, 3, -4, -2, -1, 1, 1, 1, 5

Full records as entered above. Order of screens: MPTP inh, ATG4B inhibitor, mIAP inh, MIN6 prolif, hIAP block, APOBEC3G inh, mIAP act, hIAP act, APOBEC3A inh
`COc1ccc(C(C(=O)NCC2CCCO2)N(C(=O)c2snc(C(N)=O)c2N)c2ccc(C)cc2)cc1OC` (stereo not drawn) across the screens: -1.1, -2, -3, 1, -15, -6, 1, 1.1, -5
`O=C(CN1N=C(c2ccc(Cl)cc2)CCC1=O)NCc1cccnc1` across the screens: -1.0, 21, 8, -5, 7, -5, 0.92, 0.93, 2
